# hiPSC survival = enhancers of human iPSC single-cell survival; hiPSC single-cell survival, ATPlite luminescence; 100% = ROCK inhibitor wells, 0% = DMSO; survival enhancement, % at 20 µM; 360,000 tested, 0.044% active; AID 602274; in the data active = survival enhancement above about 18%;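 also: cells exposed to compounds for 16 hours before the ATP read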
# ABCB6 inh 2 = inhibitors of human ABC transporter ABCB6; Q9NP58; K562-ABCB6 porphyrin accumulation, flow cytometry, 1 h; active compounds read low; fluorescence ratio to DMSO, % at 10 µM; 360,000 tested, 0.19% active;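 active = fluorescence ratio to DMSO below 75%, the collection mean minus 3 SD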;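 also: signal is porphyrin accumulated inside mitochondria; 100% equals median channel fluorescence of DMSO control wells; lower ratio means ABCB6 inhibition with less porphyrin fluorescence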
# aDG glyco act = increases alpha dystroglycan glycosylation. 360,000 tested, 0.22% active. Pro5-aDG cells, alpha-DG glycosylation AlphaScreen (IIH6); 0% Pro5, 100% B10-LARGE cell signal. activation, % at 10 µM;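 active = activation of at least 8% versus controls, or a plate z-score of at least 8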;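 also: Pro5 are CHO cells carrying HIG-tagged alpha-DG that lacks glycosylation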
# Exocytosis inh = lytic granule exocytosis inhibition; TALL-104 LAMP-1 surface exposure, flow cytometry; cells stimulated with thapsigargin and PMA; inhibition, % at 10 µM; 360,000 tested, 0.66% active;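 active = inhibition above about 55%, limit read from the data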
# ABHD5 PLIN5 PPI = blocks binding of human ABHD5 to perilipin-5. AID 602281. Q00G26+Q8WTS1. Split G. princeps luciferase complementation, luminescence, 4 h. 360,000 tested, 0.78% active. inhibition, % at 4 µM;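 active = inhibition above the mean inhibition across every tested compound plus 3 SD, cut at about 22% in these data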;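 also: 0% = DMSO only wells and the 100% control is not disclosed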
# N-glyco inh = blocks N-linked glycosylation in D54 reporter cells; D54 ERlucT glycosylation luciferase reporter, 24 h; percent of 100 nM tunicamycin response; reporter increase, % at 12.5 µM; 360,000 tested, 0.23% active;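 active = mean luciferase reporter signal, scaled so untreated is 0 and the glycosylation-blocking control 100, at or above a set limit in every replicate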;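 also: luciferase carries N-glycosylation sites so blocking glycosylation raises the light; 0% = median of neutral control wells and 100% = median of 100 nM tunicamycin wells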
# MC4R ag barr = agonists of human melanocortin 4 receptor (MC4R) beta-arrestin. 360,000 tested, 0.98% active. activation, % at 8.9 µM. U2OS MC4R beta-arrestin complementation, luminescence; percent of melanotan II response, DMSO zero. P32245;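 active = activation above a per-plate cutoff, the mean activation of sample wells on that plate plus 3 SD, cut at about 8% in these data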
# Target sequence (P32245 whole entry, looked up): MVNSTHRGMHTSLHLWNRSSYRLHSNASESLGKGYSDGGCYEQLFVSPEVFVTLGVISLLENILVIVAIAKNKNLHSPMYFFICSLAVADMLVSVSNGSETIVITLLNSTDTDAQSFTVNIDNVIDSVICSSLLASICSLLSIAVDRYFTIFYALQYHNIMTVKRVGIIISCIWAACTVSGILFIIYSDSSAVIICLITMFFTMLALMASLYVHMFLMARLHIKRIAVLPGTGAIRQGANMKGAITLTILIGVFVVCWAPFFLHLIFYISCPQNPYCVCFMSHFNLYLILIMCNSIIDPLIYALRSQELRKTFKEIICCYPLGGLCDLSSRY
# MC4R antag cAMP = antagonists of human melanocortin 4 receptor (MC4R); MC4R-expressing cells, MTII-stimulated cAMP, LANCE TR-FRET; P32245; inhibition, % at 6.5 µM; 360,000 tested, 0.48% active;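 active = inhibition above its plate's cutoff, the mean of tested wells on that plate plus 3 SD, cut at about 29% in these data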;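 also: 0% = Melanotan II alone and 100% = Melanotan II plus saturating MCL0020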
#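 Assay system: U2OS cells stably expressing human melanocortin 4 receptor (MC4R) / Dosing: 6.5 µM / Timing: compound 30 min, challenge 1 h, detection 1 h / Measured by: Eu-cAMP/anti-cAMP TR-FRET, emission 671 nm / Replicates: singlicate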
# HTR2A ag = activates the mouse 5-HT2A serotonin receptor. P35363. CHO-K1 mHTR2A beta-arrestin complementation, luminescence; percent of 30 µM serotonin response. activation, % at 7.6 µM. 360,000 tested, 0.66% active;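 active = activation above a run cutoff, the mean activation of all tested compounds plus 3 SD, cut at about 14% in these data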;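 also: 0% = plate median of compound wells and 100% = 30 µM serotonin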
# Target sequence (P35363 whole entry, looked up): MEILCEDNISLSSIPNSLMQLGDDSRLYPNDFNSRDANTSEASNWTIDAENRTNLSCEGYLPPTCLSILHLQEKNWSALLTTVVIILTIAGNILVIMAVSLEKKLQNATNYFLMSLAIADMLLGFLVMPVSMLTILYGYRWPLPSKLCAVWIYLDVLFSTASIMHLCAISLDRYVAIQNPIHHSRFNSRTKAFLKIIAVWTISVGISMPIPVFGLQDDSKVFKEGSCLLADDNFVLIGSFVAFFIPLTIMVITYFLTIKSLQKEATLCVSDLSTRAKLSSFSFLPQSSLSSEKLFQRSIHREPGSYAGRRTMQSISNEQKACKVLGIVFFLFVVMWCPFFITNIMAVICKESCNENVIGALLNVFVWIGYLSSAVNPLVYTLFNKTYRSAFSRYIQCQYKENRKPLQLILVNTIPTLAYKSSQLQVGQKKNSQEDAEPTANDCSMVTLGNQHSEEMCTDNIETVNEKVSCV
# Cardio protect = protects H9c2 cardiomyocytes from peroxide injury; H2O2 injury protection, ATPLite, 2 h; protection from H2O2 cell death, % at 20 µM; 360,000 tested, 0.63% active;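 active = compounds giving at least 50% protection of heart cells from peroxide-induced death in the single-dose screen, raw or plate-pattern-corrected value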;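 also: 0% = DMSO wells with peroxide and 100% = DMSO wells without peroxide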
# * hit, by the source's call; i = inactive; . = not tested or not shown.
SMILES,hiPSC survival,ABCB6 inh 2,aDG glyco act,Exocytosis inh,ABHD5 PLIN5 PPI,N-glyco inh,MC4R ag barr,MC4R antag cAMP,HTR2A ag,Cardio protect
CC(=O)O[C@H]1C[C@@]2(O)[C@@H](OC(=O)c3ccccc3)C3[C@@](C)([C@@H](O)C[C@H]4OC[C@@]34OC(C)=O)[C@@H](O)[C@H](OC(C)=O)C(=C1C)C2(C)C (stereo partly specified),-2.6,105,0.2,-7,-5,6,-2.0,12,-4,4
CCOC(=O)/C(C#N)=C1\Nc2ccccc2N=C1N(CC(C)C)CC(C)C,-1.9,99,-0.5,1,-13,-2,5.0,-8,2,2
CN1CCN(C(=S)Nc2cc(S(=O)(=O)N3CCOCC3)ccc2Cl)CC1,1.0,93,0.5,0,-4,0,-1.3,8,3,-6
Clc1ccc2c(c1)C=Nc1c(NCc3ccccc3)ncnc1O2,4.0,100,0.4,-3,-4,-3,0.1,7,-5,2
O=C(NCCC1=CCCCC1)c1ccc(F)cc1,0.5,100,0.4,-3,-2,-19,0.5,14,0,-3
O=C1C2CC=CCC2C(=O)N1Cc1ccccc1 (stereo unspecified),0.5,101,0.0,-4,1,0,-0.7,-1,11,0
C=CCn1c(C)c(C(C)=O)c(N2CCN(C(c3ccccc3)c3ccccc3)CC2)nc1=S,12,98,0.8,-1,-1,-7,-2.9,18,-4,13
COc1ccc(S(=O)(=O)NNC(=O)c2sccc2-n2cccc2)cc1,-0.7,97,-0.2,-1,1,-2,-2.3,6,4,5
CCc1c(C)nc2ncnn2c1NCCc1ccc(Cl)cc1,0.0,105,1.2,0,-3,-6,-1.2,10,4,-13
Cc1ccc(C)c(NC(=O)CCC(=O)NNS(=O)(=O)c2ccc(Cl)cc2)c1,-0.5,97,-0.2,-4,-4,5,-1.9,10,-2,11
CCS(=O)(=O)c1nc(S(=O)(=O)c2ccc(Cl)cc2)c(N2CCC(C(N)=O)CC2)s1,-0.3,94,1.2,10,-5,-2,-2.0,11,1,8
CC(=O)Nc1ccc(C(=O)NC(CC(=O)O)c2ccc(Cl)cc2)cc1 (stereo unspecified),2.4,90,-0.2,-1,4,0,2.4,7,1,-1
Cc1c(C(=O)NCC2CCCO2)sc2nc(-c3ccccc3)cn12 (stereo unspecified),-2.1,97,0.2,-4,0,1,-0.9,14,-7,6
COc1ccccc1OCCNC(=O)c1ccc(C)c(S(=O)(=O)N2CCOCC2)c1,2.1,91,-0.2,-3,-6,0,0.7,28,-2,14
Cc1oc(-c2ccccc2F)nc1CS(=O)(=O)CC(=O)NCCCN1CCN(C)CC1,0.2,96,-0.3,-2,-1,2,-3.5,6,-2,4
O=c1cc(O)nc(-c2ccccc2)s1,-1.3,101,-0.2,-7,-3,1,-0.8,2,3,5
CSc1ccccc1C(=O)NCCS(=O)(=O)N1CCN(c2ccc(F)cc2)CC1,-0.5,96,0.0,2,-10,1,-4.0,2,-5,0
CCn1c(/C=C/N(C)c2ccccc2)[n+](CC)c2ccc(Cl)cc21,-2.3,255,0.0,0,4,4,0.2,1,9,-20
CC1CCCN(C(=O)c2ccc(NS(=O)(=O)c3ccc4[nH]c(=O)[nH]c4c3)cc2)C1 (stereo unspecified),-0.5,93,0.9,2,-2,-2,-2.5,0,4,-4
COc1cc(/C=C/C(=O)OCC(=O)Nc2ccc(S(N)(=O)=O)cc2)ccc1O,-0.4,98,0.2,-5,-2,0,-2.5,7,-4,-3
O=C(NC(=S)Nn1cnnc1)c1ccccc1Cl,2.9,100,0.2,0,-2,5,-3.4,-2,9,0
Cc1ccc(S(=O)(=O)n2nc(OC(=O)c3c(F)cccc3Cl)cc2N)cc1,1.4,80,0.0,78*,-5,6,-2.1,13,2,-2
CCN(CC)C(=O)CN1C(=O)NC2(CCc3ccccc3C2)C1=O (stereo unspecified),0.4,95,0.3,-1,-4,1,-1.4,13,-1,5
O=C(N/N=C/c1cc2cc3c(cc2nc1Cl)OCO3)c1ccncc1,-0.2,106,0.1,0,1,1,1.1,-9,-1,-4
O=C(NCCc1ccccc1F)c1ccc2c(c1)OCCO2,-0.6,97,0.0,0,1,-20,-0.2,17,6,-17
FC(F)(F)Oc1ccccc1C(c1nnnn1-c1ccc2c(c1)OCCO2)N1CCN(C/C=C/c2ccccc2)CC1 (stereo unspecified),1.4,98,-0.4,-1,4,-7,.,.,-5,-5
O=C(NCc1ccc2c(c1)OCO2)C1CCN(c2ccc(S(=O)(=O)N3CCCC3)cc2)CC1,1.8,93,0.4,-1,-5,-3,0.3,9,0,-7
CCOc1ccc(S(=O)(=O)NCCC(=O)NC2CCC(C)CC2)cc1 (stereo unspecified),-2.0,93,-0.1,-1,-3,-2,-2.0,3,4,-6
C[C@H](CO)N1C[C@H](C)[C@@H](CN(C)S(=O)(=O)c2ccccc2)Oc2ccc(NS(=O)(=O)c3ccccc3)cc2C1=O,-1.7,99,0.0,-2,2,3,-1.8,5,-1,1
FC(F)(F)c1ccc(N2CCN(c3ncnc4c3nnn4Cc3ccccc3)CC2)nc1,-0.4,101,-0.1,2,-2,0,0.1,17,-4,-10
Cc1ccsc1C(=O)OCC(=O)NC1CCCCC1,2.6,95,0.5,0,-13,-2,0.9,5,6,-2
O=C(COc1ccc2ccccc2c1)Nc1nc2ccccc2[nH]1,0.1,98,-0.1,1,-3,0,10*,2,7,3
CCN(CC)c1nc(C=Cc2ccc(N(C)C)cc2)c2nccnc2n1,4.1,i,-0.3,73*,-3,-4,0.1,22,0,4
CCOc1ccc(NC(=O)CN2C(=O)CSc3ccc(S(=O)(=O)N4CCCC4)cc32)cc1,0.3,92,0.4,-4,2,0,-0.9,4,-7,-2
COc1cc2cc(C(=O)N3CCc4ccccc4C3)[nH]c2cc1OC,0.0,100,-0.1,-13,-6,3,5.8,17,-6,0
COc1ccc(NC(=O)CCCn2nc(C)c3c(C)n(-c4ccccc4)nc3c2=O)cc1,-0.6,105,-0.3,3,0,2,-2.6,4,-6,-3
Cc1nn(C)c(Cl)c1CN1CCC(n2nccc2NC(=O)C2CCCC2)CC1,0.2,93,-0.2,0,-2,-2,0.7,4,-7,0
O=c1[nH]c2ccccc2nc1-c1cccs1,-1.2,92,-0.4,1,-3,4,-2.0,-7,2,18
CNC(=S)Nc1ccc(OC)c(OC)c1,4.0,89,-0.2,2,-2,-1,-1.9,-1,0,8
Cc1cc(C(=O)N/N=C/c2cc(Cl)cc([N+](=O)[O-])c2O)n[nH]1,1.5,98,-0.1,2,0,2,-1.5,-5,-4,17
COc1ccc(OC)c(CNC(=O)C2CCCN(c3ncnc4c3nc3n4CCCCC3)C2)c1 (stereo unspecified),0.6,94,0.0,-2,1,5,-2.9,2,-4,1
CCCc1cc(=O)oc2cc(C)cc(OCC(=O)N3CCC(C(=O)O)CC3)c12,0.5,98,0.0,8,2,-5,-1.0,7,3,-2
COc1ccc(N(CC(=O)NC2CCCC2)C(=O)CCC(=O)Nc2cc(C)on2)c(OC)c1,-2.2,96,-0.3,-5,2,1,-0.2,6,0,3
CCn1c(COc2ccc(Cl)cc2)nnc1SCc1nc2ccccc2[nH]1,0.4,99,0.1,8,6,-6,-0.4,11,0,-9
CC(C)(C)C(=O)Nc1ccc(Cc2ccncc2)cc1,0.5,97,-0.1,8,-1,2,-0.6,4,3,6
C/C(=N/NC(=O)c1ccc(Cl)s1)c1cccnc1,-0.4,99,0.0,-3,-2,5,2.0,-1,-8,10
CCOC(=O)C1(C)CCCN1C(=O)c1snnc1C (stereo unspecified),-0.8,95,-0.2,4,6,3,-2.5,3,4,6
COc1ccc(CNC(=O)c2cc3c(=O)[nH]c4ccccc4c3n2C)cc1,-2.2,91,0.0,-1,8,1,-0.4,-3,5,15
COc1cc(CCC(=O)OCC(=O)Nc2sccc2C(N)=O)cc(OC)c1OC,-0.5,94,1.9,1,-9,0,-0.3,17,-5,-19
CCOC(=O)N1CCC(NC(=O)C2CCCN(Cc3nc(-c4ccc(CC)cc4)oc3C)C2)CC1 (stereo unspecified),-0.2,91,2.4,62*,11,-3,1.7,-6,-7,-15
# The list continues:
SMILES,hiPSC survival,ABCB6 inh 2,aDG glyco act,Exocytosis inh,ABHD5 PLIN5 PPI,N-glyco inh,MC4R ag barr,MC4R antag cAMP,HTR2A ag,Cardio protect
O=C(CCCCCN1C(=O)CCC1=O)Nc1ccc2c(c1)OCCO2,-3.3,93,-0.1,-7,-2,0,1.1,10,-1,7
CSc1nnc2c3cc(F)ccc3n(C)c2n1,-0.3,107,0.0,-9,-2,1,1.4,5,-1,0
CCOC(=O)c1sc2nc(C)c3c(c2c1N)CC(C)(C)OC3,-0.8,99,0.0,-8,8,4,-1.9,4,11,-10
CC(=O)Nc1cccc(-c2nnc(SCC(=O)N3CCCCC3)n2C)c1,-0.1,102,0.0,0,3,0,-1.0,4,-1,6
C=CCN(CC=C)Cc1ccc(C(=O)OC)o1,1.5,97,0.0,-1,-3,3,1.0,2,-2,2
COc1ccc(N/N=C(/C(C)=O)N2CCCc3ccccc32)cc1,-0.3,105,0.1,-6,3,-1,0.7,10,-2,-3
COc1ccc(-c2noc(-c3ccccc3C(=O)NCC3CCCO3)n2)cc1 (stereo unspecified),-0.7,101,0.0,-1,-4,0,1.6,10,1,-2
CCCCc1cc(=O)oc2cc(C)cc(OCC(=O)N3C[C@H]4C[C@@H](C3)c3cccc(=O)n3C4)c12,1.4,100,-0.3,1,2,3,-1.2,10,1,-2
COc1ccccc1NC(=S)N(Cc1ccc(C)cc1)Cc1ccccn1,0.1,97,0.0,-2,0,1,0.1,-2,5,3
Cn1c(=O)c(C(=O)CN2CCc3ccccc32)c(N)n(Cc2ccccc2)c1=O,-0.6,108,-0.1,7,-1,-1,-0.5,1,0,-3
CN1CCN(CC(=O)Nc2nc3ccccc3s2)CC1,-0.3,96,0.1,-4,5,3,-1.2,0,-5,-1
COc1ccc(CCNS(=O)(=O)c2ccc(N3CCCC3=O)cc2)cc1,0.8,96,0.9,0,-3,-1,-2.8,3,0,-26
Cc1oc2cc3oc(=O)c(CC(=O)NCCCC(=O)O)c(C)c3cc2c1C,-0.7,98,-0.1,5,-1,0,-1.6,3,-4,-3
COC(=O)C1=CN(c2ccc3c(c2)OCO3)C(N)=C(C#N)C1c1ccccc1 (stereo unspecified),.,.,0.7,2,-3,.,.,.,0,.
OC(CNC1CCCC1)COc1c(F)cc(Br)cc1F (stereo unspecified),6.4,91,0.0,-3,3,-2,-1.1,4,-5,3

# Structures above containing a furan ring, fused or not, in the order listed:
SMILES,hiPSC survival,ABCB6 inh 2,aDG glyco act,Exocytosis inh,ABHD5 PLIN5 PPI,N-glyco inh,MC4R ag barr,MC4R antag cAMP,HTR2A ag,Cardio protect
C=CCN(CC=C)Cc1ccc(C(=O)OC)o1,1.5,97,0.0,-1,-3,3,1.0,2,-2,2
Cc1oc2cc3oc(=O)c(CC(=O)NCCCC(=O)O)c(C)c3cc2c1C,-0.7,98,-0.1,5,-1,0,-1.6,3,-4,-3

# Screens as filed in PubChem BioAssay.
